From PubChem BioAssay
HP1b binding inh = blocks HP1-beta chromodomain binding to methylated histone tails | AID 540317 | Potency, µM (top dose mostly 114 µM), inactives show at the top dose activity change, negative = inhibition, most hits filed as inhibitors | AlphaScreen HP1-beta / biotin-H3K9me3 peptide binding | P83916 | 390,000 compounds, 0.56% hits; further: potency means the concentration at half of the fitted maximal effect; nearly all actives have a fitted effect of over 70% in size; inactives centre near 23
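Compound inhibition of the preformed complex between 50 nM HP1-beta and 50 nM biotinylated H3K9me3 peptide was read by AlphaScreen. Buffer was PBS pH 7.4 with 0.01% Tween-20. Incubations ran 30 min at room temperature, with 10 ug/mL donor/acceptor beads.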
PI4K2A inh = blocks human PI4K2A kinase activity; Q9BTU6; activity change, negative = inhibition, % at 76.9 µM; 420,000 compounds, 0.13% hits; purified PI4K2A, ADP-Glo luminescence, 1 h; active compounds read low; in the data active means activity change below about -50%; inconclusive means mostly about -30% to -49%;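 further: -100% = wells without enzyme as full effect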
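In this quantitative HTS, ADP production by PI4K2A was quantified luminescently after 1 h at ambient temperature; 100 microM adenosine served as plate-quality control.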
Pin1 inh = inhibitors of human Pin1. Q13526. Pin1 FP peptide displacement, HiFluor488, 10 min. Potency, µM (series often up to 115 µM), without a hit: at the highest dose activity, negative = inhibition, hits mostly inhibitors. 390,000 compounds, 0.009% hits; active means well fitted inhibition curve with a large enough effect in the polarisation, with a control signal flat, not every such curve was filed as active; inconclusive means small, poorly fitted or top-dose-only effect, or effect the other way, or a change in a side signal; inactive means no such curve, though single readings can be large or run the other way; the % refers to the polarisation; further: potency means the concentration at half of the fitted maximal effect; on the % scale 0 is the no-effect control and ±100 the full control effect
BAZ2B block = blocks human BAZ2B; Q9UIF8; AlphaScreen BAZ2B-H3K14Ac peptide displacement; Potency, µM (series often up to 114 µM), for the others: at the top dose activity change, negative = inhibition, usual class: inhibitors; 360,000 compounds, 4.4% hits; AID 504333; further: potency means the concentration at half of the fitted maximal effect; on the % scale 0 is the no-effect control and ±100 the full control effect; nearly all actives have a fitted effect of over 60% in size
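AlphaScreen luminescence quantifies BAZ2B engagement of H3K14Ac peptide; the protein and biotinylated peptide are both at 50 nM final, buffer PBS pH 7.4 with 0.01% Tween-20, all steps at room temperature.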
Tb PGK inh = blocks T. brucei phosphoglycerate kinase | P07378 | PGK/GAPDH coupled, Kinase-Glo luminescence, 60 min | Potency, µM (highest dose often 57.5 µM), without a hit: at the top dose activity change, negative = inhibition, usual class: inhibitors | 380,000 compounds, 0.043% hits; further: potency means the concentration at half of the fitted maximal effect; on the % scale 0 is the no-effect control and ±100 the full control effect; nearly all actives have a fitted effect of over 60% in size
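Recombinant glycosomal PGK reaction used 1,3-bisphosphoglycerate generated in-well by GAPDH (100nM final) in 100mM TEA pH 7.6, 5mM MgCl2, 0.01% Tween-20. After 60 minutes at room temperature, ATP was read by Kinase-Glo Plus luminescence end-point.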
GLS inh = glutaminase GLS (human) inhibition; O94925; GLS enzymatic activity, qHTS titration; Potency, µM (highest dose often 45.5 µM), for inactives: top-dose activity change, negative = inhibition, hits mostly inhibitors; 410,000 compounds, 0.21% hits; AID 624170; further: potency means the concentration at half of the fitted maximal effect; on the % scale 0 is the no-effect control and ±100 the full control effect
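Glutamate formation by hKGA was monitored fluorometrically using coupled glutamate oxidase, HRP and Amplex Red. Substrate was added as 1 mM L-glutamine solution; incubation was 30 min at RT after an initial read.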
JMJD2A Tudor = inhibitors of human JMJD2A Tudor domain; O75164; AlphaScreen JMJD2A-Tudor / H3K4me3 peptide binding; Potency, µM (top dose mostly 114 µM), inactives show top-dose activity change, negative = inhibition, most hits filed as inhibitors; 390,000 compounds, 4.4% hits; AID 504339; further: potency means the concentration at half of the fitted maximal effect; on the % scale 0 is the no-effect control and ±100 the full control effect; nearly all actives have a fitted effect of over 50% in size
G9a block = blocks human histone lysine methyltransferase G9a. Q96KQ7. Potency, µM (series often up to 102 µM), for inactives: top-dose activity, negative = inhibition, hits mostly inhibitors. AID 504332. 350,000 compounds, 8.8% hits. G9a H3K9 monomethylation, AlphaScreen, 2 h; further: potency means the concentration at half of the fitted maximal effect; on the % scale 0 is the no-effect control and ±100 the full control effect; nearly all actives have a fitted effect of over 75% in size
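Chemiluminescent proximity detection of H3K9 monomethylation, read after 10 min bead incubation in the dark. Reaction: 20 nM G9a, 500 nM biotin-H3K9 peptide, 20 uM SAM cofactor, 2 h, room temperature, following 15 min enzyme-compound preincubation.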
Pol eta inh = inhibitors of human DNA polymerase eta | Q9Y253 | recombinant Pol eta, fluorescent DNA replication assay | Potency, µM (highest dose often 114 µM), inactives show at the highest dose activity change, negative = inhibition, most hits filed as inhibitors | 390,000 compounds, 1.2% hits | AID 588591; further: potency means the concentration at half of the fitted maximal effect; on the % scale 0 is the no-effect control and ±100 the full control effect
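Pol eta (10 nM) was preincubated with compounds for 15 min at room temperature, after which fluorescent replication substrate (50 nM final) was added to start the reaction. Fluorescence was read kinetically at 0 and 10 min.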
Starred values were filed as active, the others as inactive; i = inactive; ? = inconclusive; nt = not tested or not shown; & = joins results of further samples; [ ] = remark or other dose. Unless noted, the call rests on the fitted dose curve; in most records, active means well fitted curve in the direction sought with a large enough effect; inconclusive means small, poorly fitted or top-dose-only effect, or another doubt; inactive means no such curve, though single readings can be large; an effect the other way counts as inactive or inconclusive.

Compound	PI4K2A inh	Pin1 inh	G9a block	GLS inh	BAZ2B block	HP1b binding inh	Tb PGK inh	Pol eta inh	JMJD2A Tudor
C1=C[C@@H]2CCN(Cc3ccccc3)Cc3cccc(c32)C1	-4	-3%	2%[2.33 µM]	41%[activator]	-25%	33%[activator]	i	-11%	-29%
COc1ccc(N(C(=O)c2cccc(OC)c2OC)C2C=CS(=O)(=O)C2)cc1 (centres undefined)	-2	0%	-38%[59 µM]	2%	-23%	22%	nt	4%	-8%
CCN(C(=O)CN1C(=O)COc2ccc(S(=O)(=O)N3CCOCC3)cc21)c1ccc(OC)cc1	-6&2	1%&-3%	28%&-1%[59 µM]	-1%&-4%	-17%&-3%	81%&82%[activator]	6%	-1%&-29%	-16%&4%
CC(=O)c1ccc(OC(=O)N(c2ccccc2)c2ccccc2)cc1	4	-1%	-1%	12%	7%	35%	-12%	-18%	12%
CCOC(=O)c1c(SCC(=O)Nc2cc(Cl)cc(Cl)c2)nc(=O)[nH]c1C	-8	0%	4%[59 µM]	-7%	-1%	-6%	-6%	-10%	-13%
NS(=O)(=O)c1ccc(CCNC(=O)CSCC(=O)Nc2ccc(Cl)cc2)cc1	3	0%	19%[59 µM]	10%	7%	27%	0%	-8%	-8%
COc1cc(SC)ccc1C(=O)Nc1ccc(S(=O)(=O)Nc2nccc(C)n2)cc1	2	3%	-14%[59 µM]	1%	-8%	44%[activator]	-9%	-17%	?
CCCCc1ccc(-c2nc(N)n[nH]2)cc1	2	5%	0%	27%	-3%	24%	0%	-2%	-13%
O=C(CCN1C(=O)C2CCCCC2C1=O)Nc1nc(-c2ccccc2)cs1 (centres undefined)	11	3%	?	2%	0%	28%	-5%	-13%	-16%
O=C(NCCc1nnc2ccc(NCCCN3CCOCC3)nn12)c1ccccc1F	-1	4%	21%	-3%	3%	28%	8%	-20%	-9%
O=[N+]([O-])C1=CC=C2C(=NC3(CCCCC3)N2O)C1=NC1CCCCC1	1	-3%	nt	-3%	3.2µM*	13µM*	-8%	5%	?
COc1ccccc1CNC(=O)c1cnccn1	-1	-4%	12%[59 µM]	-26%	?	10%	-13%	71µM*	?
CCN(CC)c1ccc(CNc2nc3ccccc3n2C(C)C)cc1	7	3%	?	24%	-31%	3%	i	-12%	?
Cc1ccc(C(=O)NCC(=O)OCc2cc(=O)n3c(C)csc3n2)cc1	-9	-17%	7%[59 µM]	2%	-7%	-5%	-7%	-14%	-11%
CC(C)(C)NC(=O)C(c1ccncc1)N(C(=O)c1csnn1)c1ccccc1 (centres undefined)	6	5%	6%[59 µM]	-6%	-1%	21%	-5%[11.5 µM]	-4%	-4%
O=C(/C=C/c1ccc(F)cc1)NC(=S)NNC(=O)[C@H]1C[C@@H]1c1ccccc1	-2	-1%	35µM*	-4%	-3%[57.1 µM]	23%	-5%	-6%	-14%
CCc1ccc(/C(C)=N\Nc2ccc([N+](=O)[O-])cc2)cc1	1	54%[activator]	32%[0.501 µM]	1%	-3%	3%	5%	-5%	-21%
O=C(CSc1n[nH]c(=O)[nH]c1=O)c1ccc([N+](=O)[O-])cc1	-1	-5%	nt	-28%	-8%	22%	2%	-20%	0%
CC(C)Sc1nc2c(c(=O)n1-c1ccc(F)cc1)SCC2	0	-8%	4%[12.7 µM]	0%	?	1%	1%	-10%	-30%[57.1 µM]
O=C(CSc1ccc(Br)cc1)N1CCN(C(=O)c2ccco2)CC1	-7	6%	45µM*	6%	-6%	46%[activator]	i	-17%	-8%

Shown with two lines to a compound: part of the list above
Every second line gives: PI4K2A inh	Pin1 inh	G9a block	GLS inh	BAZ2B block	HP1b binding inh	Tb PGK inh	Pol eta inh	JMJD2A Tudor
O=C(NCCc1nnc2ccc(NCCCN3CCOCC3)nn12)c1ccccc1F
    -1	4%	21%	-3%	3%	28%	8%	-20%	-9%
O=[N+]([O-])C1=CC=C2C(=NC3(CCCCC3)N2O)C1=NC1CCCCC1
    1	-3%	nt	-3%	3.2µM*	13µM*	-8%	5%	?
COc1ccccc1CNC(=O)c1cnccn1
    -1	-4%	12%[59 µM]	-26%	?	10%	-13%	71µM*	?
CCN(CC)c1ccc(CNc2nc3ccccc3n2C(C)C)cc1
    7	3%	?	24%	-31%	3%	i	-12%	?
Cc1ccc(C(=O)NCC(=O)OCc2cc(=O)n3c(C)csc3n2)cc1
    -9	-17%	7%[59 µM]	2%	-7%	-5%	-7%	-14%	-11%
CC(C)(C)NC(=O)C(c1ccncc1)N(C(=O)c1csnn1)c1ccccc1 (centres undefined)
    6	5%	6%[59 µM]	-6%	-1%	21%	-5%[11.5 µM]	-4%	-4%
O=C(/C=C/c1ccc(F)cc1)NC(=S)NNC(=O)[C@H]1C[C@@H]1c1ccccc1
    -2	-1%	35µM*	-4%	-3%[57.1 µM]	23%	-5%	-6%	-14%
CCc1ccc(/C(C)=N\Nc2ccc([N+](=O)[O-])cc2)cc1
    1	54%[activator]	32%[0.501 µM]	1%	-3%	3%	5%	-5%	-21%

Following part.
Compound	PI4K2A inh	Pin1 inh	G9a block	GLS inh	BAZ2B block	HP1b binding inh	Tb PGK inh	Pol eta inh	JMJD2A Tudor
Nn1c(SCC(=O)Nc2c(Cl)cccc2Cl)nncc1=O	-2	-7%	37%[activator]	11%	13%	15%	-3%	7%	-7%
O=C(O)CCCCCNc1ccc2nsnc2c1[N+](=O)[O-]	-1	4%	61%[activator][59 µM]	-1%	13%	26%	i	-17%	-12%
O=C(NCc1ccccc1)c1ccc(NC(=O)c2ccccc2F)cc1	7	0%	-27%	8%	-7%	17%	2%	-11%	-11%
O=C(Nc1ccc2c(c1)OCO2)c1ccccc1SCC(=O)N1CCCC1	6	3%	-12%[12.7 µM]	13%	13%	26%	4%	-7%	-5%
CSc1ccccc1NC(=O)COc1ccc2c(c1)OCO2	-25	-1%	nt	12%	nt	55%[activator]	10%	-4%	-20%
COCCSc1nnc(NC(=O)Cc2cccs2)s1	-3	-1%	?	-2%	8%	20%	nt	?	-23%
Cc1ccc(Cn2c(=O)c3ccccc3n3nc(C)cc23)cc1	-7	-4%	30%	1%	2%	37%[activator]	-2%	-20%	-17%
O=C(COC(=O)C1CC1)Nc1ncc(C(F)(F)F)cc1Cl	-2	?	?	-7%	?	38%	0%	0%	-14%
COc1ncnc(OC)c1S(=O)(=O)NCc1ccccc1	22	-2%	14%[2.33 µM]	42%[activator]	7%	17%	0%	-12%	-17%
N=c1n(CCO)c2ccccc2n1Cc1ccccc1F	-3	0%	5%[59 µM]	3%	-3%	23%	1%	-17%	-9%
COc1ccc(C2C(=O)c3ccccc3C2=O)cc1OC	4	3%	?	50%[activator]	-20%	0%	-6%	-16%	-32%
CC(=O)NC(CC(=O)OCC(=O)c1c(N)n(CC(C)C)c(=O)n(C)c1=O)c1ccccc1 (centres undefined)	-1	-7%	-1%[0.501 µM]	1%	-5%	22%	1%	-7%	5%
O=C(c1ccc(N2CCCS2(=O)=O)cc1)N1CCN(c2ccccc2)CC1	-2	-1%	?	0%	-1%	-3%	i	-24%	-16%
Cc1noc(-c2ccc(N3CCCCC3)c([N+](=O)[O-])c2)n1	1	-4%	?	-14%	0%	46%[activator]	i	-17%	-2%
CCN1C(=O)[C@@H]2[C@@H](c3ccc(SC4CCCCC4)cc3)N3CCCC[C@@]3(C(=O)OC)[C@@H]2C1=O	0	?	10%[2.33 µM]	-2%	-25%	55%[activator]	9%	-18%	-26%
CC(C)Cn1c(=O)c(-[n+]2ccccc2)c([O-])c2ccccc21	0	2%	65%[activator]	0%	8%	40%[activator]	-3%	7%	1%
CCC(CC)C(=O)OCC(=O)NC12CC3CC(CC(C3)C1)C2	5	-1%	26%[59 µM]	3%	0%	48%[activator]	0%	-18%	8%
O=C1c2oc3ccc(Cl)cc3c(=O)c2C(c2cccc(Br)c2)N1CCO (centres undefined)	1	-5%	50µM*	6%	-34%	33%	1%	-13%	-10%
COc1ccc(CCNC(=O)COc2ccccc2[N+](=O)[O-])cc1OC	1	-7%	nt	7%	-6%	15%	2%	3%	-16%
CCOc1ccc(NC(=O)c2c(NCc3cccnc3)sc3c2CCCC3)cc1	-25	3%	2.8µM*	?	-29%	-11%	1%	-22%	22µM*
CCc1ccc(CN(C)C(C)C(=O)Nc2ccc(S(=O)(=O)N3CCCC3)cc2)cc1 (centres undefined)	3	6%	?	-4%	5%	36%	-3%	-18%	-8%
Cc1c(Cl)c([N+](=O)[O-])nn1CCCC(=O)N(Cc1ccccc1)Cc1ccccc1	-2	6%	-34%[59 µM]	3%	-39%	51%[activator]	-10%	-2%	-22%

Not all compounds are listed; count on the stated rates, not on these rows.
